D1 PAM: potentiators of human D1 dopamine receptor; P21728; HEK293 TREx D1 cells, calcium flux, dopamine EC20 potentiation; potentiation, % at 10 µM; 0.036% of 360,000 active; in the data active means potentiation above about 30%; further: 0% is about no effect
Target sequence (P21728 whole entry, looked up): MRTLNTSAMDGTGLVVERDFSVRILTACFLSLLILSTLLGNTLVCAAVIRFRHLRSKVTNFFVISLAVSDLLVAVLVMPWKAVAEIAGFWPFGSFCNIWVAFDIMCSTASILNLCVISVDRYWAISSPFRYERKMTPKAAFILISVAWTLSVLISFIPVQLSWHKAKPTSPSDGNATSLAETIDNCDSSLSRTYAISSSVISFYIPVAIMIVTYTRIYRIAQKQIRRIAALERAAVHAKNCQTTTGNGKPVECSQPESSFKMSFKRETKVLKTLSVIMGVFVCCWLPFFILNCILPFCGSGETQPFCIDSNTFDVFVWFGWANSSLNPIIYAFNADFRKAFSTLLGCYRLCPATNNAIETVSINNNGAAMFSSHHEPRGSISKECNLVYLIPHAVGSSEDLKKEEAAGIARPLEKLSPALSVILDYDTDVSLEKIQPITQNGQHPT
D1 antagonist: antagonists of human D1 dopamine receptor; AID 504652; activity change, negative = inhibition, % at 10 µM; P21728; HEK293 TREx D1 cells, calcium flux, dopamine EC80; hits give low values; 3.2% of 360,000 active; in the data active means activity change below about -30%; further: on the % scale 0 is the no-effect control and ±100 the full control effect
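Cells carrying a force-coupled, tetracycline-inducible human D1 receptor report calcium flux. Each well gets a 10 s baseline, compound with 180 s monitoring, then an EC80 dopamine stimulus with a second 180 s kinetic read.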
D1 ag: agonists of human D1 dopamine receptor | P21728 | HEK293 T-REx D1 cells, calcium flux, agonist mode | activation, % at 2 µM | 1% of 360,000 active; in the data active means activation above about 30%; further: 0% is about no effect
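Tetracycline-induced HEK293 TREx D1 cells, force-coupled to calcium signalling, were dye-loaded with a no-wash calcium kit. Compound was pin-added after a 10 s baseline. Fluorescence was read kinetically at 1 cycle/s for 180 s, with calcium rises flagged as agonism.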
Apoferritin bind: binds horse apoferritin like a general anesthetic | P02791 | apoferritin/1-aminoanthracene competitive binding, fluorescence | 0.074% of 350,000 active | AID 485281 | Potency, µM (highest dose often 77.5 µM), for the others: at the highest dose activity change, negative = displacement, actives largely listed as inhibitors; further: potency means the concentration at half of the fitted maximal effect; on the % scale 0 is the no-effect control and ±100 the full control effect; nearly all actives have a fitted effect of over 20% in size
Target sequence (P02791 2-175 limits assumed): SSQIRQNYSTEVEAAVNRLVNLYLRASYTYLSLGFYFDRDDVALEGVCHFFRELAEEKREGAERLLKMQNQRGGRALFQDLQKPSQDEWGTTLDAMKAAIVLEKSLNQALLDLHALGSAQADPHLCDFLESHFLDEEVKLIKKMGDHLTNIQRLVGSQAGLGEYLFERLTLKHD
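Steps: apoferritin (10 uM) was premixed with half-saturated 1-AMA in PBS, compounds were pin-transferred, plates stood 10 min at room temperature, fluorescence was read at 380/535 nm, and curves were fitted with a Hill equation.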
TRHR agonist: agonists of human TRH receptor; P34981; TRHR cells, calcium flux fluo-8, FDSS agonist mode; activation, % at 2 µM; 0.18% of 360,000 active; in the data active means activation above about 30%; further: 0% is about no effect
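Steps: seed TRHR cells overnight; add fluo-8 no-wash Ca dye, RT 30 min–1.5 h; record 10 s baseline; pin-transfer compounds; monitor fluorescence 1 cycle/s for the agonist window. Calcium increases flag candidate agonists.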
RXFP1 antagonist: RXFP1 (human) relaxin receptor antagonism; HEK293-RXFP1, relaxin-stimulated cAMP HTRF, 30 min; hits give low values; 0.59% of 350,000 active; activity change, negative = inhibition, % at 57.5 µM; Q9HBX9;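 active means activity change of -60% or lower, but not beyond a set lower limit; inconclusive means change between -60% and -40%, or beyond the set limit; inactive means change above -40%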; further: on the % scale 0 is the no-effect control and ±100 the full control effect
D2 PAM: positive allosteric modulators of human D2 dopamine receptor. P14416. HEK293 T-REx D2, calcium flux, EC20 dopamine potentiation. potentiation, % at 10 µM. 0.34% of 340,000 active. AID 485347;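 active means potentiation over 3 SD above the plate norm, cut at about 30% in these data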; further: 0% is about no effect
Target sequence (P14416 whole entry, looked up): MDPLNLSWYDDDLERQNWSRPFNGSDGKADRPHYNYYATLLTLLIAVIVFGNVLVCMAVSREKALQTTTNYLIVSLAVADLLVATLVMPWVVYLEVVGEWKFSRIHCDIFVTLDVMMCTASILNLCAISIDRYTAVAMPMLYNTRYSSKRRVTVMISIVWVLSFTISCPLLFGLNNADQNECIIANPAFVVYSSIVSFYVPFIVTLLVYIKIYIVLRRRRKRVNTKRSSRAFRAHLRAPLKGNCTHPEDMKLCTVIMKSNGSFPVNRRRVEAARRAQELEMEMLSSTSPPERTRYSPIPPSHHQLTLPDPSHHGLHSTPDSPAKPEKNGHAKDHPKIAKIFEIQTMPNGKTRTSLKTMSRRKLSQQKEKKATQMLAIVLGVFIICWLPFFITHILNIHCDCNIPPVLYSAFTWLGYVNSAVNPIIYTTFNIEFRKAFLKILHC
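Tetracycline-induced Hek293 Trex D2 cells, force-coupled to calcium, loaded with no-wash calcium dye. Compound added with 180 s kinetic read for agonism, then EC20 dopamine and a further 180 s read for potentiation.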
TRHR enhancer: TRH receptor (human) allosteric enhancement; 0.66% of 360,000 active; enhancement, % at 2 µM; P34981; AID 493056; TRHR cells, fluo-8 calcium fluorescence, EC20 TRH enhancement; in the data active means enhancement above about 30%; further: 0% is about no effect
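Enhancer read-out: after compound pinning and an initial kinetic agonist-mode read, an EC20 of TRH (10 nM final) was injected and fluo-8 calcium signal (Ex 480/Em 530) followed at 1 s/cycle for 100 cycles in TRHR-expressing cells.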
RXFP1 ag: activates the human relaxin receptor RXFP1; Potency, µM (highest dose often 57.5 µM), for inactives: top-dose activation, most hits filed as activators; Q9HBX9; 0.3% of 370,000 active; HEK293T-RXFP1 cAMP TR-FRET, 30 min; response scale: percent of porcine relaxin response, buffer zero; further: potency means the concentration at half of the fitted maximal effect; on the % scale 0 is the no-effect control and ±100 the full control effect; nearly all actives have a fitted effect of over 60% in size; many of its hits are not listed in these tables
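HEK293 cells stably expressing RXFP1, treated 30 min at 37C with compounds plus PDE4 inhibitor Ro 20174; cAMP measured by HTRF TR-FRET. Normalized to buffer and 29 nM porcine relaxin; EC50 by Hill fit.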
Active calls of the source: *; ? = inconclusive; / = not tested or not shown; [ ] = remark or other dose. Unless noted, the call rests on the fitted dose curve; in most records, active means well fitted curve in the direction sought with a large enough effect; inconclusive means small, poorly fitted or top-dose-only effect, or another doubt; inactive means no such curve, though single readings can be large; an effect the other way counts as inactive or inconclusive. Some of the compounds tested; the hit share may differ from the screen's.

SMILES	D1 PAM	D1 antagonist	D1 ag	Apoferritin bind	TRHR agonist	RXFP1 antagonist	D2 PAM	TRHR enhancer	RXFP1 ag
COc1ccc(N(CC(=O)N/N=C/c2cc3ccc(OC)cc3nc2Cl)S(=O)(=O)c2ccccc2)cc1	-3	4	3	-11%	-1.3	/	-6	-9	4.5%
CNc1nc(-c2ccc3c(c2)CCN3C(=O)c2ccccc2C)cs1	1	-6	0	-8%	-0.6	-13	-2	11	0.0%
Cc1cccc(N2CCN(C(=O)c3c(C)oc4ncnc(N5CCCCC5)c34)CC2)c1C	4	1	0	-5%	-1.3	/	-2	15	-1.7%
Cc1ccc(OCCCC(=O)Nc2cc(S(=O)(=O)N3CCOCC3)ccc2N2CCOCC2)cc1	0	-11	3	/	-1.1	-4	9	19	-0.3%
NC(=O)CC(NC(=O)Cc1cccc2ccccc12)c1ccc(N2CCCCCCC2)c([N+](=O)[O-])c1 (stereo not given)	5	7	0	?	-0.4	/	8	4	-0.7%
CN(CCOCCOc1ccc(F)cc1)Cc1ccccc1	0	28	6	-21%	0.5	1	-15	-1	-0.3%
O=C(O)Cc1cn(Cc2ccc(F)cc2)c2ccccc12	-3	-2	2	-13%	0.0	-11	-6	-11	0.8%
O=C(O)c1ccccc1-c1ccccc1C(=O)Nc1ccccc1-c1ccccc1	7	7	1	-5%	-1.7	1	/	20	3.8%
C=CCN(CC=C)CCOc1ccc2ccccc2c1	-7	10	3	-6%	-0.4	-21	-14	3	1.3%
CC(=O)Nc1ccc(-n2nnnc2SCC(=O)NCc2cccs2)cc1	0	-7	5	-6%	-0.1	3	2	-3	2.2%

5 neighbouring compounds out of the list so far, quoted:
SMILES	D1 PAM	D1 antagonist	D1 ag	Apoferritin bind	TRHR agonist	RXFP1 antagonist	D2 PAM	TRHR enhancer	RXFP1 ag
Cc1ccc(OCCCC(=O)Nc2cc(S(=O)(=O)N3CCOCC3)ccc2N2CCOCC2)cc1	0	-11	3	/	-1.1	-4	9	19	-0.3%
NC(=O)CC(NC(=O)Cc1cccc2ccccc12)c1ccc(N2CCCCCCC2)c([N+](=O)[O-])c1 (stereo not given)	5	7	0	?	-0.4	/	8	4	-0.7%
CN(CCOCCOc1ccc(F)cc1)Cc1ccccc1	0	28	6	-21%	0.5	1	-15	-1	-0.3%
O=C(O)Cc1cn(Cc2ccc(F)cc2)c2ccccc12	-3	-2	2	-13%	0.0	-11	-6	-11	0.8%
O=C(O)c1ccccc1-c1ccccc1C(=O)Nc1ccccc1-c1ccccc1	7	7	1	-5%	-1.7	1	/	20	3.8%

The listing continues:
SMILES	D1 PAM	D1 antagonist	D1 ag	Apoferritin bind	TRHR agonist	RXFP1 antagonist	D2 PAM	TRHR enhancer	RXFP1 ag
CCOc1ccccc1NC(=O)CCSc1nc2n[nH]c(C)c2c(=N)n1-c1ccccc1Cl	1	9	1	-4%	-0.1	3	3	9	4.8%
Cc1cccn2c(CNCC3OCCc4ccccc43)c(C(=O)N3CCCCC3)nc12 (stereo not given)	-4	1	3	-5%	0.7	-15	-7	0	0.2%
CCCCOc1ccc(Cc2n[nH]c(=S)n2N)cc1	0	-5	18	-4%	-0.9	-25	22	23	-4.3%
Cc1ccc(-c2nc(CSCC(=O)N3CCOCC3)c(C)o2)cc1	-6	-19	7	-11%	0.1	-4	10	1	-1.0%
Cn1cc(CCC(=O)N2CCCC(C(=O)c3cccc4ccccc34)C2)cn1 (stereo not given)	0	-1	3	-7%	-0.4	-29	22	4	2.0%
CCN(CC)S(=O)(=O)c1cc(NC(=O)Cc2ccsc2)ccc1C	-13	4	6	-2%	-0.2	-6	-6	-19	-0.9%
Cc1coc2c(C)c3oc(=O)c(CC(=O)N4CCCCC4)c(C)c3cc12	-2	4	0	-3%	0.3	4	-1	-1	2.8%
O=C(CSc1nc2ccccc2[nH]1)N/N=C/C=C/c1ccccc1[N+](=O)[O-]	3	-11	-1	-13%	-0.2	24	5	-2	-0.2%
Cc1nonc1CC(=O)NC1CCCc2c1cnn2-c1ccc(F)cc1F (stereo not given)	-3	-25	8	-7%	0.1	4	-11	-8	2.4%
COc1ccccc1NC(=O)C(C/C=C(\C)Cl)C(C)=O (stereo not given)	-10	7	0	?	-0.8	-17	0	2	0.5%
Cn1c(CNC(=O)c2ccco2)nnc1SCC(=O)N1CCN(c2ccccc2)CC1	0	-9	1	-3%	-0.3	6	7	8	1.5%
CC1(C)C2CC=C(/C=N/NC(=S)Nc3cccnc3)C1C2 (stereo not given)	-1	5	-2	-5%	-0.3	2	0	4	-0.4%
Cc1ccc(N(CC(=O)NCC(C)c2ccccc2)S(=O)(=O)N(C)C)cc1 (stereo not given)	3	-3	-1	3%	0.3	15	4	3	0.8%
c1ccc(SCCOCCN2CCc3ccccc3C2)cc1	-9	-48*	3	1%	-0.3	-8	-20	6	0.0%
CSc1ncccc1C(=O)Nc1nccs1	-8	-20	0	-10%	-0.7	-3	/	1	0.9%
COc1ccc(OC(=O)c2cc3ccccc3o2)cc1	-1	-1	2	-10%	-0.2	-2	-1	-2	-2.1%
CN(CCCNC(=O)COc1cc(=O)n(C)c2ccccc12)Cc1ccccc1	-1	-13	0	-11%	-0.2	-4	-12	0	0.9%
CCOC(=O)Cn1c(=O)cc(C)c2ccccc21	11	3	2	-6%	0.5	-1	-2	4	0.5%
CC(C)(C)CN1CCN(Cc2nc(-c3ccc(F)cc3)cs2)CC1CCO (stereo not given)	-6	-6	8	-14%	0.8	-13	3	-2	0.3%
O=C(O)c1ccc(Nc2ncc([N+](=O)[O-])cc2[N+](=O)[O-])cc1	0	6	2	-2%	0.5	-10	2	-1	7.2%
COCC(=O)Nc1ccc(N2CCN(c3ccccc3)CC2)c(F)c1	-2	-2	6	17%	0.3	-6	13	-3	3.1%
Cn1ncc(N=Cc2c(O)ccc3ccccc23)c1C(=O)Nc1cccc(Cl)c1	3	11	3	-1%	0.9	11	10	1	-3.0%
CCN1C(=O)/C(=C/N(C(C)=O)c2ccccc2)N(c2ccccc2)C1=S	-3	1	-1	-24%	0.1	-26	1	1	1.5%
COc1ccc(N(Cc2cccs2)C(=O)COc2ccc(C(C)C)cc2)cc1	-1	-18	22	123%[activator]	2.4	-35	-14	-2	-0.2%
O=C1CC(c2ccco2)CC(O)=C1C=Nc1cc(Cl)ccc1O (stereo not given)	7	-2	9	-20%	9.9	-24	3	-3	1.8%
Cc1nc(-c2ccc(Cl)cc2)sc1CCNC(=O)C(=O)Nc1ccc2c(c1)OCCO2	0	-15	13	-4%	0.8	-2	4	0	1.1%
C=CCNc1nc(Cl)nc(Nc2ccccc2)n1	-3	-2	0	-1%	-0.2	-2	11	23	-0.2%
O=C(O)c1ccc2c(c1)ncn2C1CCCC1	-3	-9	2	-2%	0.0	7	-2	-2	2.6%
O=C(NC1CCCCC1)n1c(=O)oc2ccccc21	-2	-25	1	-7%	0.1	-6	6	9	2.5%
COc1cccc(C(=O)NC(=S)Nn2cnnc2)c1OC	-3	-1	-2	0%	-0.9	-15	6	0	3.3%
COc1ccc(C)cc1NC(=O)C1CCN(S(=O)(=O)c2cccc3cccnc23)CC1	1	5	1	-5%	-0.1	/	11	2	-1.6%
CC1CCN(C(=O)Cn2nnc(-c3ccc([N+](=O)[O-])cc3)n2)CC1	0	8	7	?	0.8	4	4	-5	-0.6%
CC(C)N1CCc2[nH]c(=S)[nH]c(=O)c2C1	1	2	3	13%	-1.1	2	10	-1	1.1%
CC/C=C\[C@H](O)[C@H](O)C1=C(C)C(=O)[C@]2(O1)C(=O)N[C@@](OC)(C(=O)c1ccccc1)C2O (stereo not given in full)	-2	5	2	4%	0.0	/	4	2	-1.3%
O=C(/C=C/c1ccccc1)NC(=S)Nc1ccc(CN2CCOCC2)cc1	-9	-13	7	-19%	-1.1	-63*	-9	-1	1.7%
COc1ccc(N(CC(=O)Nc2ccc(S(=O)(=O)N3CCOCC3)cc2)S(=O)(=O)c2ccc(F)cc2)cc1	6	14	3	-11%	1.5	-26	1	-1	-1.0%
CCC(C)(C(=O)NC1CCCCC1)N(CC1CCCO1)C(=O)Cc1cccs1 (stereo not given)	-3	5	1	-11%	-2.3	-12	/	4	0.2%
O=C(Nc1ccc(S(=O)(=O)Nc2nccs2)cc1)c1ccc(F)c(S(=O)(=O)N2CCOCC2)c1	1	-16	6	-10%	1.2	-6	4	1	1.6%
O=C(O)CCc1ccc(-c2ccc(F)cc2)n1Cc1ccco1	-1	8	2	-9%	0.2	-14	11	-4	-0.2%
COc1ccc(-c2cc(-c3cccs3)nc3sc(C#N)c(N)c23)cc1	1	5	11	8%	-1.4	-1	0	27	16%
CC(C)C(c1nnnn1Cc1ccco1)N1CCC(C(N)=O)CC1 (stereo not given)	7	5	0	-5%	0.3	-9	-4	3	-2.3%
Cn1c2ccccc2c2cc(/C=N/NC(=O)c3ccccc3F)ccc21	2	-13	-1	198%[activator]	-0.8	7	0	6	1.0%
CSc1ncccc1C(=O)NC1CCN(Cc2ccccc2)CC1	1	-8	5	-1%	0.1	-4	-23	-1	1.0%
CCn1c(N2CCC(Cc3ccccc3)CC2)nc2c1c(=O)[nH]c(=O)n2C	-9	-22	0	?	-0.3	-38	8	3	1.4%
Cc1ccccc1C(=O)N1CCC(C(=O)NC2CCCC2)CC1	-10	-1	0	-16%	-0.1	0	/	2	0.1%
CC(=O)Nc1ccc(S(=O)(=O)NCCCc2ccccc2)cc1	-3	-15	2	-14%	-0.3	8	/	2	-2.3%
NC(=O)NC(=O)COC(=O)CNS(=O)(=O)c1ccc(F)c(F)c1F	-8	-9	2	-1%	-0.1	1	/	0	2.0%
CC(=O)N1CCN(C(=O)CCC(=O)O)CC1	0	6	2	-3%	0.5	0	-3	1	0.0%
CCOc1ccccc1NC(=O)CNS(=O)(=O)c1ccc2nc(C)sc2c1	-9	4	1	-11%	-1.3	3	9	-7	0.6%
Cn1c(=O)n(Cc2ccc(F)cc2)c(=O)c2c1nc1n2CCN1Cc1ccco1	-5	-11	2	?	-0.4	-2	3	-6	4.3%

Additional records
SMILES	D1 PAM	D1 antagonist	D1 ag	Apoferritin bind	TRHR agonist	RXFP1 antagonist	D2 PAM	TRHR enhancer	RXFP1 ag
NC(=O)COC(=O)c1ccc2c(c1)C(=O)N(Cc1ccco1)C2=O	8	1	1	2%	1.2	-1	1	3	-0.9%
Cc1ccc(C(=O)OCCc2c(C)[nH]n(-c3ccccc3)c2=O)cc1	-3	4	3	-12%	-0.5	-2	-1	2	1.8%
C=C(Cl)COC(=O)C1C2C=CC(C2)C1C(=O)O (stereo not given)	1	6	3	4%	0.6	-9	3	-3	1.3%
Cc1cc(NC(=O)c2cc([N+](=O)[O-])cc([N+](=O)[O-])c2C)no1	-1	-5	1	-16%	-0.7	-2	19	-4	0.6%

Bioassay records from PubChem.
